# High-throughput results (PubChem BioAssay)
# Pf Dd2 growth = Plasmodium falciparum Dd2 growth inhibition; P. falciparum Dd2 growth, SYBR Green, 72 h; actives 4.3% (n = 120,000); AID 1347417; Potency, µM (top dose mostly 28.9 µM), for the others: at the highest dose activity, negative = inhibition, hits mostly inhibitors; active means well fitted inhibition curve with a large enough effect; inconclusive means small, poorly fitted or top-dose-only effect; inactive means no such curve, though single readings can be large or run the other way;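 further: plate controls were DMSO vehicle for no effect and reference drug for full effect; nearly all actives have a fitted effect of over 65% in size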
#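 Readout: SYBR Green fluorescence, 485 nm excitation, 535 nm emission, after ~16 h lysis at 37C. Before that, Dd2-infected red cells (2.5% hematocrit) grew 72 h with compound, 29 uM top final concentration.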
# The depositor's hits bear a star; i = inactive; u = inconclusive; [ ] = remark or other dose. Potency means the concentration at half of the fitted maximal effect. This is a subset; count on the stated rates, not on these rows.
SMILES,Pf Dd2 growth
O=C1CN(Cc2ccc(-c3ccccc3)cc2)CCN1c1ccc(Cl)nn1,-9%
CC(C)c1ccc(S(=O)(=O)c2nnn3c2nc(N2CCCCC2)c2sccc23)cc1,u
O=C1CCN(C(=O)c2ccccn2)CCCC(c2nc(-c3ccccc3)no2)CCN1 (stereo unspecified),-24%
O=C1NCCCCCCN(C(=O)CCC2CCCC2)[C@H]2CCC[C@@H]12,u
Cc1ccc(CNC(=O)CCC(=O)N2CCSc3ccccc32)cc1,-8%
COc1ccc(-c2cc(-c3cccs3)nc3c(C)noc23)cc1OC,i
C=Cc1ccc(Cn2c(=O)n(-c3ccccc3C)c(=O)c3c4c(sc32)CN(C(C)=O)CC4)cc1,u
O=C([C@@H]1C[C@H](F)CN1C(=O)c1ccccc1)N1CCOCC1,7%
Cc1ccc(-n2ncc3c(NCCCn4ccnc4)ncnc32)cc1C,25%
O=C(Cc1ccccn1)N1CCC2(CC1)Cc1ccccc1NC2=O,6%[44.1 µM]
COc1ccc(-c2cc(N3CCCC(NC(=O)c4cccc(F)c4)C3)n[nH]2)cc1 (stereo unspecified),u
c1cc(-c2nc(C3CCOC3)nn2Cc2ccc3c(c2)OCO3)[nH]n1 (stereo unspecified),-12%
COc1ccc2c(CNCc3cccs3)c(C(=O)O)n(Cc3ccc(C)cc3)c2c1,-6%
Cc1ccccc1C(=O)N[C@H]1[C@H](O)[C@H](O)C[C@@H]1c1cccnc1,32%[activator][44.1 µM]
CCc1ccccc1N(C)C(=O)c1nn(C)c2c1CSc1ccccc1-2,-21%
OCc1n[nH]c2c1CN(Cc1cccc(OCC(O)CN3CCOCC3)c1)CC2 (stereo unspecified),-9%
COc1ccc(CNC(=O)CC2CCCN(c3cnn(CC4CC4)c(=O)c3)C2)cc1 (stereo unspecified),-16%
CC(C)(C)c1ccc(OCC(=O)N(Cc2ccco2)Cc2ccccc2F)cc1,-20%
CC(C)NC(=O)c1ccccc1OCC1CCCN(C(=O)C2CCOCC2)C1 (stereo unspecified),-12%
Cc1ccc(S(=O)(=O)N2CC[C@H]3NC(=O)N(c4ccc(C(C)C)cc4)C(=O)[C@H]32)cc1,-9%[44.1 µM]
CCOC(=O)c1c(C)oc2nc(C)nc(NCc3ccccc3OC)c12,8.9µM*
COc1ccccc1-c1nc2nccc(-c3ccccc3)n2n1,u
O=C(CCc1ccccc1)N1CCCCCC1CN1CCOCC1 (stereo unspecified),u
c1ccc(-c2cc3c(cn2)CN(Cc2ccc4[nH]ccc4c2)CCN3)cc1,6.3µM*
COC(=O)c1cn([C@H]2CO[C@H]3[C@@H]2OC[C@@H]3NC(=O)C2CC2)nn1,u
Cc1nnc2n1CCC(N(C)C(=O)c1ccsc1)CC2 (stereo unspecified),i
O=C(CC1CCOC2(CCN(S(=O)(=O)c3ccccc3)CC2)C1)NC1CC1 (stereo unspecified),-23%
Cc1ccc(CNC(=O)N2CC(Oc3ccc(-c4nc(C)no4)cc3)C2)cc1,6%[5.79 µM]
COC(=O)c1cc(Nc2nc3ccccc3nc2NS(=O)(=O)c2ccc(C)cc2)ccc1Cl,-19%
Cc1nn(-c2ccc(F)cc2)c(Oc2ccc(F)cc2F)c1CCC(=O)NCC1CCCO1 (stereo unspecified),i
CN(C)c1cccc(-c2cnc(NC(=O)C3(c4ccccc4)CC3)c3c2CCO3)c1,u
COC(=O)CN1C(=O)[C@@H]2C[C@@H](O)CN2C2(CN(Cc3ccccn3)C2)C1=O,-11%[44.1 µM]
O=C(NCCc1ccncc1)C1CN(C(=O)c2ccccc2)CC12CCOCC2 (stereo unspecified),3%
COCCc1noc([C@@H]2CN(C(=O)c3cc(C)ccc3C)C[C@H]2CO)n1,-36%
CC(C)c1ccc(NC(=O)CSc2ncc3c(n2)-c2ccccc2N(C)S3(=O)=O)cc1,u
O=C(c1cnccn1)N1C[C@@H]2C[C@H](C1)c1c(-c3ccccc3)ccc(=O)n1C2,23%[44.1 µM]
CN(C)CCN(Cc1ccccc1)S(=O)(=O)c1csc(C(N)=O)c1,-7%
CCCCc1ccc(NC(=O)c2ccc(=O)n(Cc3cccc(C)c3)c2)cc1,i
O=C(Nc1ccc2c(c1)OCO2)c1cccn(Cc2ccc(F)cc2)c1=O,5%
CC(C)(C)C1CCC2(CC1)NC(=O)N(CC(=O)Nc1ccccc1)C2=O (stereo unspecified),i

# Reformatted: entries from further up.
smiles	Pf Dd2 growth
Cc1ccccc1C(=O)N[C@H]1[C@H](O)[C@H](O)C[C@@H]1c1cccnc1	32%[activator][44.1 µM]
CCc1ccccc1N(C)C(=O)c1nn(C)c2c1CSc1ccccc1-2	-21%
OCc1n[nH]c2c1CN(Cc1cccc(OCC(O)CN3CCOCC3)c1)CC2 (stereo unspecified)	-9%
COc1ccc(CNC(=O)CC2CCCN(c3cnn(CC4CC4)c(=O)c3)C2)cc1 (stereo unspecified)	-16%
CC(C)(C)c1ccc(OCC(=O)N(Cc2ccco2)Cc2ccccc2F)cc1	-20%
CC(C)NC(=O)c1ccccc1OCC1CCCN(C(=O)C2CCOCC2)C1 (stereo unspecified)	-12%
Cc1ccc(S(=O)(=O)N2CC[C@H]3NC(=O)N(c4ccc(C(C)C)cc4)C(=O)[C@H]32)cc1	-9%[44.1 µM]
CCOC(=O)c1c(C)oc2nc(C)nc(NCc3ccccc3OC)c12	8.9µM*
COc1ccccc1-c1nc2nccc(-c3ccccc3)n2n1	u
O=C(CCc1ccccc1)N1CCCCCC1CN1CCOCC1 (stereo unspecified)	u
c1ccc(-c2cc3c(cn2)CN(Cc2ccc4[nH]ccc4c2)CCN3)cc1	6.3µM*
COC(=O)c1cn([C@H]2CO[C@H]3[C@@H]2OC[C@@H]3NC(=O)C2CC2)nn1	u
Cc1nnc2n1CCC(N(C)C(=O)c1ccsc1)CC2 (stereo unspecified)	i
O=C(CC1CCOC2(CCN(S(=O)(=O)c3ccccc3)CC2)C1)NC1CC1 (stereo unspecified)	-23%
Cc1ccc(CNC(=O)N2CC(Oc3ccc(-c4nc(C)no4)cc3)C2)cc1	6%[5.79 µM]
COC(=O)c1cc(Nc2nc3ccccc3nc2NS(=O)(=O)c2ccc(C)cc2)ccc1Cl	-19%
Cc1nn(-c2ccc(F)cc2)c(Oc2ccc(F)cc2F)c1CCC(=O)NCC1CCCO1 (stereo unspecified)	i

# New compounds follow
SMILES,Pf Dd2 growth
COCCNc1ncccc1-c1noc([C@@H]2CCCN2C2CCN(C)CC2)n1,-9%[44.1 µM]
Cc1ccc(NC(=O)CSc2nc(-c3ccco3)cc(C(F)(F)F)n2)cc1C,-29%
CN1CCC(C(=O)N2CCC3(CC2)CC(N[S+](C)(=O)[O-])c2ccccc23)CC1 (stereo unspecified),-12%
COCc1nc(N2CCC(c3cc(=O)[nH]c(C)n3)CC2)c2cnn(C)c2n1,-14%
COc1ccc(CNC(=O)c2ccc3c(Cl)c4c(nc3c2)CCCC4)c(OC)c1,-12%
COc1ccccc1-c1cc([C@H]2CN3CC[C@H]2C[C@@H]3COC(=O)Nc2ccccc2)n(C)n1,-5%
Cc1cc(CN2CC(N(C)c3ccccc3C)C2)on1,u
O=C(C1CC1)N1CCc2nc(-c3ccc(Cl)cc3)nc(-c3ccccc3)c2C1,i
Cc1cc(-c2cc3c(cn2)CN(Cc2ccccc2O)CCN3)ccn1,u
CCC1=C(c2ccc(C)cc2)S(=O)(=O)N=C1N1CCC(C(=O)Nc2ccccc2C(=O)OC)CC1,-2%
Cc1ncc2c(n1)C[C@@H]1CC[C@H]2N1S(=O)(=O)c1c(C)noc1C,21%
O=C(NCc1cccs1)c1nn(-c2ccccc2Cl)nc1CO,11%
Cc1cnc(-c2ccccc2)n1CCNC(=O)c1cccn1C,i
CC(C)Cn1c(=O)c2sccc2n2c(CCCC(=O)NC3CCCCC3)nnc12,-10%
O=C1C(O)C2(CCCCC2)N1C1CCNCC1 (stereo unspecified),10%
O=C([C@@H]1C[C@H](F)CN1C(=O)Cc1ccc(F)cc1)N1CCCCC1,66%[activator]
NC(Cc1ccccc1)C(=O)N1CCC2(CC1)CN(C(=O)c1ccc(Cl)cc1)CCO2 (stereo unspecified),0.63µM*
O=C(c1cc(F)cc(F)c1)N1C[C@@H](CO)[C@H](c2ccncc2)C1,-5%
Cc1ccnc(N2CC3CCC(C2)N3CC(F)(F)F)c1[N+](=O)[O-],6%
CCCN(CCC)CCCNC(=O)C1CCN(S(=O)(=O)CC)CC1,61%[activator]
COC(=O)c1ccccc1NC(=O)Cn1nc2n(c1=O)CCCCC2,-12%
Cc1cccnc1NCCNC(=O)c1cc(S(N)(=O)=O)ccc1F,-1%
COc1ccccc1NC(=O)NC[C@H]1O[C@H](Cc2cc(COc3ccccc3)on2)CC[C@@H]1O,-25%
CC(C)(C)c1ccc(-c2cn(C[C@H]3CC4CCN3C[C@@H]4C(=O)NCc3ccccc3)nn2)cc1 (stereo partly specified),i
Cc1ccc(-c2nc(C3CC(=O)N(c4ccc(F)c(Cl)c4)C3)no2)cc1 (stereo unspecified),85%[activator]
CS(=O)(=O)N1CCN(C(=O)C2CCNCC2)C[C@@H]1C(=O)N[C@H](Cc1c[nH]c2ccccc12)C(N)=O,-4%
COCc1nc(C2CCCN(C(=O)c3ccccn3)C2)no1 (stereo unspecified),64%[activator]
CCOc1ccccc1NS(=O)(=O)c1c(-c2ccc(C)cc2)csc1C(=O)OC,10µM*
COc1ccccc1CNc1nc2ccccc2c2nc(-c3cccc(C)c3)nn12,i
COC(=O)c1cc(NC(=O)c2cc3sccc3n2Cc2ccc(Cl)cc2)cc(C(=O)OC)c1,11µM*
Cc1nc2nc(SCC(=O)NCc3ccccc3)nn2c(C)c1Cc1ccccc1Cl,28%
CCOc1ccc(NC(=O)c2oc3ccccc3c2NC(=O)Cc2cccs2)cc1,u
CCC(=O)N1CCCN(S(C)(=O)=O)C(c2ccccc2)CC(=O)NCC1 (stereo unspecified),i
Cc1ccc(NC(=O)Cn2nc(C)c3nn(-c4ccc(Cl)cc4)c(C)c3c2=O)cc1C,1%
O=C(Cc1ccccc1O)N1CCCC(CCc2c(F)cccc2F)C1 (stereo unspecified),u
OC1Cc2ccccc2C12CCN(Cc1cn(-c3ccccc3)nn1)CC2 (stereo unspecified),-12%
CCOc1ccc2nc(N3CCCC(C(=O)Nc4ccccc4CC)C3)sc2c1 (stereo unspecified),-5%
O=C(NCCc1ccccc1)c1ccc(CSc2nc3cccnc3n2Cc2ccccc2)cc1,u
COc1ccc(CC(=O)N2C[C@@H](CO)[C@H](c3ccccn3)C2)cc1OC,7%
CCOC(=O)c1cc2c(=O)n3ccccc3nc2n(C)c1=NC(=O)c1c(-c2ccccc2Cl)noc1C,28%
COc1ccc(NC(=O)CCCN2C(=O)CCn3nc(-c4cn(C)c5ccccc45)cc32)cc1OC,-10%
CC1CCCCN1CCN(C)c1nc(-c2ccncc2)nc2c1cnn2C (stereo unspecified),u
COc1ccc(-c2[nH]c(-c3ccccc3)nc2SCC(=O)Nc2ccc3c(c2)OCO3)cc1,u
CN1CCN(c2ccc(-c3cn(C)c(=O)n4cc(CNc5ccccc5)nc34)cn2)CC1,-14%[44.1 µM]
COCC1(C(=O)N2CCN(C)C3(CCNC(=O)CC3)C2)CCC1 (stereo unspecified),-2%
CCCN1CCN(CCCNC(=O)c2cc3c(Cl)nc4ccccc4c3s2)CC1,10µM*
Cc1cc(C)cc(NC(=O)CN(c2cc(C(F)(F)F)ccc2Cl)S(=O)(=O)c2ccccc2)c1,i
O=C(CSc1oc(-c2ccc(F)cc2)nc1S(=O)(=O)c1ccc(Cl)cc1)c1ccccc1,i
COCC(=O)N[C@H]1C[C@H]2C(=O)Nc3ccccc3C(=O)N2C1,-1%[44.1 µM]
Cc1cnc(-c2ccccc2)n1CCNC(=O)C1COc2ccccc2O1 (stereo unspecified),-1%
CC(=O)Nc1nonc1-c1nnc(SCC(=O)N(C)c2ccccc2)n1C,-24%[0.594 µM]
CC1(c2ccccc2)N(Cc2ccc(O)cc2)C(=O)OC12CCN(C(=O)c1cccnc1)CC2 (stereo unspecified),u
CC(C)Cc1cc(C[C@@H]2C[C@H](NC(=O)C3CCC3)C2(C)C)no1,i
CC1=C[C@@H](CNC(=O)c2ccncc2)[C@H](C(C)C)C[C@H]1Cc1nnc(-c2ccncc2)o1,u
CCOCCOC1CCN(C(=O)Nc2ccc(C(=O)OC)cc2)CC1,u
CCOc1ccccc1CNC(=O)c1cc2c(=O)n(Cc3ccccc3)ccc2nc1C,-18%
CCN(Cc1ccccc1)C(=O)CC1CCCN(c2cnn(CCOC)c(=O)c2)C1 (stereo unspecified),-17%
COc1ccccc1NC(=O)CSc1nnc(NC(=O)NC2CCCCC2)s1,i
O=C1CCCN1c1ccc(Cn2ccn3nc(-c4ccccc4)c(CO)c3c2=O)cc1,u
CCOC(=O)CN1C(=O)c2cccnc2Oc2ccccc21,25%
# The list goes on:
SMILES,Pf Dd2 growth
CCN(CC)S(=O)(=O)c1ccc(C(=O)NCCSc2c(-c3ccc(OC)cc3)[nH]c3ccccc23)cc1,7.9µM*
COc1ccc(NC(=O)N2CC(N(C3CCOCC3)S(C)(=O)=O)C2)c(C)c1,i
CCOc1ccc(C(=O)N2CCC3(CC2)NCc2ccccc2-n2ccnc23)cc1,-25%[5.79 µM]
COc1cccc(-c2nn(C)c3sc(C(=O)NCc4ccc(OC)cc4OC)cc23)c1,i
O=C(c1ccccc1)N1CCC[C@H]1c1nc(-c2ccc(F)cc2)no1,-26%
Cc1ccc(C(=O)N2CC(C(=O)N(C)C)C3(CCOCC3)C2)c(C)c1 (stereo unspecified),-3%
COc1ccccc1OCCSc1nc2ccccc2n1CC(=O)N1CCOCC1,39%[activator]
CC(=O)NCCNC(=O)[C@H]1CN2CCC1C[C@@H]2Cn1cc(-c2ccc(C(C)(C)C)cc2)nn1 (stereo partly specified),-9%
COc1ccc(OC)c(CNC(=O)c2nnn3c2COC(c2ccc(Cl)cc2)C3)c1 (stereo unspecified),-2%
Cc1nn(-c2ccc(C(C)C)cc2)c(C)c1[C@@H]1C=C[C@@H](NC(=S)NC2CCCCC2)C1,-9%
